TPT1 inhibitor: inhibitors of Candida albicans tRNA 2'-phosphotransferase TPT1 | recombinant caTPT1, FP RNA substrate dephosphorylation | inhibition, % at 5 µM | 300,000 tested, 0.81% active | AID 1962;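 active = inhibition above the mean of all tested compounds plus 3 SD, set per screening campaign, cut at about 24% in these data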;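 note: plate controls were DMSO alone for no effect and ferristatin control at 100 nM for full effect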
core dimer inh: HCV core protein dimerization inhibition; TR-FRET GST/Flag-core106 dimerization, 1536-well; inhibition, % at 5 µM; 300,000 tested, 0.33% active;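 active = inhibition above the mean of all tested compounds plus 3 SD, set per screening campaign, cut at about 45% in these data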
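System – GST-tagged and Flag-tagged HCV core protein residues 1-106 · Repeats – one well for each compound · Technique – TR-FRET 671 and 617 nm emission · Doses – one concentration, 5 µM, in 0.5% DMSO · Times – 4 h, 22.5 °C incubation · Also added – Eu donor and XL665 acceptor anti-tag antibodies · Measure – percent inhibition of core106 dimerization signal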
PP1 counter: counter-screen for PP5 inhibitors: inhibitors of human PP1-alpha. P62136. purified PP1alpha, OMFP fluorescence. inhibition, % at 6.7 µM. AID 2235. 320,000 tested, 0.9% active;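 active = inhibition above the mean inhibition of all tested compounds plus 3 SD, computed separately for each screening campaign, cut at about 15% in these data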
Target sequence (P62136 whole entry, looked up): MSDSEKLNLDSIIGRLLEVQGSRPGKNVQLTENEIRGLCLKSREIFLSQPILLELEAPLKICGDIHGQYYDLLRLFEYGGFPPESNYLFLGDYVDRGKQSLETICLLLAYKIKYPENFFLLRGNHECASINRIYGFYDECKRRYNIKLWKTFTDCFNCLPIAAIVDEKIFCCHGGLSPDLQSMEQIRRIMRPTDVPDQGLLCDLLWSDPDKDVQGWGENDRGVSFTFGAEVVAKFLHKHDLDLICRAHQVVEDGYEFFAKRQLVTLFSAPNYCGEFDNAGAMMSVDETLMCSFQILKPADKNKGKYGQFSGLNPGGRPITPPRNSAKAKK
JMJD2C inh: blocks human GASC-1 demethylase activity; Q9H3R0; inhibition, % at 2.35 µM; AID 2099; 330,000 tested, 0.069% active; GST-JMJD2C(1-420) H3K9me3 demethylation, DELFIA europium;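 active = more than half of a compound's replicate wells show inhibition beyond 50%, single wells judged on their own value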;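 note: signal counts dimethyl H3K9 product captured on neutravidin plate; 0% = median of DMSO wells and 100% = 0.3 times that DMSO median; strong numbers were not always called active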
Fh CTSL1 inh: blocks F. hepatica cathepsin L1 in PFM18AAP counter-screen; recombinant F. hepatica cathepsin L1, Z-Leu-Arg-MCA fluorescence; inhibition, % at 5.96 µM; 300,000 tested, 0.49% active; AID 1906;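 active = inhibition above the mean of all tested compounds plus 3 SD, set per screening campaign, cut at about 17% in these data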;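 note: 0% = plate median of test compound wells and 100% = 1 µM Z-Phe-Ala-diazomethylketone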
PP5 primary: PP5 (human) phosphatase inhibition; AID 1987; purified PP5c, OMFP substrate fluorescence; 320,000 tested, 0.18% active; inhibition, % at 6.7 µM;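 active = inhibition above the campaign's mean inhibition across all tested compounds plus 3 SD, cut at about 9.5% in these data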;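 note: 0% = DMSO only and 100% = 100 µM cantharidin control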
Target sequence (P53041 whole entry, looked up): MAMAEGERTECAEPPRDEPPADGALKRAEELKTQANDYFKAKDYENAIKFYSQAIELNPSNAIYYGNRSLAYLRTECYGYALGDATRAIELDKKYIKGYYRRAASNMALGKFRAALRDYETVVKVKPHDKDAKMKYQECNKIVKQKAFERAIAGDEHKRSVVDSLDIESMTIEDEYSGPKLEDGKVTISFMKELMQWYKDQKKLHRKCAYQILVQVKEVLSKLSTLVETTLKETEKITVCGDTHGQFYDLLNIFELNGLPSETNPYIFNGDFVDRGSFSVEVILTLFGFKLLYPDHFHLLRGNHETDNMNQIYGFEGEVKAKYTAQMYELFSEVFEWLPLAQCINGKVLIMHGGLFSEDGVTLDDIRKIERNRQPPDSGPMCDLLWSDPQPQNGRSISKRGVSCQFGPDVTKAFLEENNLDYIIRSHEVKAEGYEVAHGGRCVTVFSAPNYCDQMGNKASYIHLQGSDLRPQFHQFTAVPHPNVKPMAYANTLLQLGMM
PREPL inh: inhibits the human prolyl oligopeptidase-like enzyme | Q4J6C6 | inhibition, % at 5.96 µM | AID 2751 | 320,000 tested, 0.68% active | recombinant PREPL, fluorescence polarization activity-based probe; in the data active = inhibition above about 43%;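 note: 0% = enzyme with DMSO and 100% = wells lacking enzyme; many of its hits are not listed in these tables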
Efflux pump inh: blocks antifungal efflux pumps in multiplex yeast assay; S. cerevisiae Candida pump triplex, Nile Red efflux; inhibition, % at 10 µM; 330,000 tested, 0.44% active;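 active = plate passing quality check with inhibition over a set limit, or well fluorescence over plate mean plus 4 SD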;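 note: Nile Red retained in pooled yeast measured as flow cytometry median fluorescence; 0% = buffer negative control and 100% = Enniatin B positive control; higher means more Nile Red kept so more efflux inhibition; some compounds called inactive have numbers as strong as hits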
LYPLA2 inh: blocks human lysophospholipase 2, a PME1 counter-screen. O95372. recombinant LYPLA2, FP-Rh probe fluorescence polarization. inhibition, % at 5.9 µM. 320,000 tested, 0.38% active;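 active = inhibition above the screen-wide mean plus 3 SD, limit set per campaign, cut at about 26% in these data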;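 note: 0% = LYPLA2 with DMSO and 100% = wells lacking LYPLA2 enzyme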
Target sequence (O95372 whole entry, looked up): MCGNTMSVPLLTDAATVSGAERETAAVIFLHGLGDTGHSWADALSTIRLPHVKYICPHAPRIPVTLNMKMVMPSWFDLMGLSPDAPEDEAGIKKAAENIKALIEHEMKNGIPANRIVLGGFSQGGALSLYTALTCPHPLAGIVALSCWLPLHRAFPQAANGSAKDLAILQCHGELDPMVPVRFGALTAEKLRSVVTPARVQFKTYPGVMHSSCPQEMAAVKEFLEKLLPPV
Numbers without * were called inactive; nt = no result given; & = joins results of further samples. Only part of the results is shown, so the mix of outcomes need not match the whole.

item	compound	TPT1 inhibitor	core dimer inh	PP1 counter	JMJD2C inh	Fh CTSL1 inh
1	CCOc1ccc(CN2CCN(Cc3c[nH]c4ccccc34)CC2)cc1	-3	-6	1	-1	4
2	O=C(CSCC(=O)N1CCCCC1)Nc1nc(-c2cccs2)cs1	2	17	2	-2	0
3	O=C(CSc1n[nH]c(-c2cccnc2)n1)Nc1ccccc1	2	-7	-2	-1	2
4	CCOc1ccc(/C=N/n2c(COc3ccccc3)n[nH]c2=S)cc1OC	-3	9	0	-2	-5
5	O=C(O)C1C2CCC(O2)C1C(=O)NCCC1=CCCCC1 (configuration not stated)	-1	-3	61*	-23	-2
6	CCOc1ccccc1N(CC(=O)Nc1ccc(S(=O)(=O)N2CCCC2)cc1)S(C)(=O)=O	2	-1	1	8	-8
7	CSc1ccc(Cl)c(C(=O)OCC(=O)Nc2ccccc2OC(F)F)c1	-5	-10	4	-192	-13
8	O=C1CC(N2CCC(c3nc4ccccc4o3)CC2)C(=O)N1c1ccc(F)cc1 (configuration not stated)	-3	-4	-7	11	6
9	CCOc1cc(S(=O)(=O)N2CC=C(c3ccc(F)cc3)CC2)c(OCC)cc1-n1cnnn1	-3	10	-5	31&-1	0
10	CCOc1ccc(NC(=O)Cn2c(=O)n(CCCC(=O)NC3CCN(Cc4ccccc4)CC3)c(=O)c3ccccc32)cc1	-1	0	0	13	5

item	PP5 primary	PREPL inh	Efflux pump inh	LYPLA2 inh
1	2.0	7	0.1	1
2	0.6	24	-0.1	0
3	1.9	-1	-0.2	-3
4	0.6	-12	-0.1	5
5	69*	-4	0.1	8
6	0.4	2	0.1	2
7	5.5	4	-0.1	-5
8	-1.1	6	0.2	7
9	1.2	-2	0.0	1
10	-0.1	10	-0.1	4

Structural class: the compounds so far with an aryl thioether with sulfur outside any ring.
item	compound	TPT1 inhibitor	core dimer inh	PP1 counter	JMJD2C inh	Fh CTSL1 inh
3	O=C(CSc1n[nH]c(-c2cccnc2)n1)Nc1ccccc1	2	-7	-2	-1	2
7	CSc1ccc(Cl)c(C(=O)OCC(=O)Nc2ccccc2OC(F)F)c1	-5	-10	4	-192	-13

item	PP5 primary	PREPL inh	Efflux pump inh	LYPLA2 inh
3	1.9	-1	-0.2	-3
7	5.5	4	-0.1	-5

Further compounds follow:
item	compound	TPT1 inhibitor	core dimer inh	PP1 counter	JMJD2C inh	Fh CTSL1 inh
11	CC(=O)Nc1ccc(NC(=S)NC(=O)c2ccc(-c3ccccc3)cc2)cc1	0	6	2	-9	2
12	Cc1ccc(/C(O)=C2/C(=O)C(=O)OC2c2ccc(Cl)cc2)cc1 (configuration not stated)	-1	5	3	-10	2
13	COc1cccc(C=Nc2ccc3c(c2)OCCO3)c1O	-3	-3	-2	60	-1
14	O=Cc1cccn1-c1nccc(-c2ccco2)n1	0	4	-2	4	3
15	CCOC(=O)c1sc(NC(=O)C2CC(=O)N(c3ccccc3OC)C2)nc1C (configuration not stated)	nt	nt	-1	-1	nt
16	CCN1C(=O)N[C@@H](CCc2ccccc2)[C@@H](C(=O)OC)[C@H]1C	1	6	7	-11	2
17	COc1cc(NC(=O)Cn2ncc3c2-c2ccccc2OC3)cc(OC)c1OC	-22	4	-5	-1	-3
18	NS(=O)(=O)c1ccc(CNC(=O)c2ccc(S(=O)(=O)NCc3ccco3)cc2)cc1	nt	nt	-2	5	nt
19	O=C(CN1C(=O)c2ccccc2S1(=O)=O)c1ccccc1F	2	-12	-4	9	0
20	CCCn1c(N)c(C(=O)CSc2n[nH]c(-c3ccccc3F)n2)c(=O)n(C)c1=O	nt	nt	1	13	nt

item	PP5 primary	PREPL inh	Efflux pump inh	LYPLA2 inh
11	4.3	1	0.0	-4
12	3.4	-11	-0.1	8
13	4.0	-1	0.0	13
14	3.7	-11	0.0	7
15	3.8	-1	0.2	2
16	-0.6	-1	0.0	-2
17	2.9	-5	-0.1	11
18	0.0	0	-0.1	2
19	0.6	12	0.3	4
20	0.4	13	-0.1	3

item	compound	TPT1 inhibitor	core dimer inh	PP1 counter	JMJD2C inh	Fh CTSL1 inh
21	OCCc1ccccc1	3	3	-2	-16	0
22	CCN(CC(=O)NCc1ccc(Cl)cc1)C(=O)CCOc1ccc(C)cc1	0	0	-1	3	2
23	O=C(NNC(=O)c1c(F)cccc1F)c1sccc1-n1cccc1	-1	-1	3	4	3
24	CCC(=O)N1CCc2cc(S(=O)(=O)NCCC(=O)N3CCc4ccccc4C3)ccc21	4	0	-3	-5	0
25	COc1ccc(Nc2nc(N3CCN(S(=O)(=O)N(C)C)CC3)nc3ccccc23)cc1	0	-7	5	-2	2
26	Cc1[nH]nc(SCC(=O)Nc2ccc(C#N)cc2)c1[N+](=O)[O-]	6	-10	-4	3	0
27	CC[C@H](C)[C@H](NC(N)=O)C(=O)OCC(=O)NCc1ccc(Cl)cc1	2	-1	1	nt	-14
28	CCC(C)NCCCCOc1ccc(Br)cc1 (configuration not stated)	-5	-8	1	-4	-1
29	CCn1c(SCC(=O)NCCc2ccccc2)nc2c([nH]c3ccccc32)c1=O	1	6	-12	-8	-4
30	CC(=O)Nc1ccc(NC(=O)CSc2nnc3ccc(-c4ccccn4)nn23)cc1	2	-1	-2	10	0

item	PP5 primary	PREPL inh	Efflux pump inh	LYPLA2 inh
21	1.1	8	-0.1	-1
22	1.0	-10	-0.1	5
23	-2.0	6	-0.2	5
24	-1.7	0	-0.1	-1
25	4.6	43	-0.3	-6
26	4.9	-19	0.3	-12
27	-1.9	-5	0.0	-3
28	-1.4	-1	0.0	0
29	-4.0	-4	0.7	-4
30	-0.4	3	0.1	-12

item	compound	TPT1 inhibitor	core dimer inh	PP1 counter	JMJD2C inh	Fh CTSL1 inh
31	COc1ccccc1CNC(=S)NCCc1ccccc1	2	4	-5	3	4
32	COc1ccccc1OCC(=O)Nc1ccccc1C(=O)N1CCCC1	-2	-2	0	12	-6
33	COc1ccc(-c2cc(C(=O)Nc3ccccc3O)c3ccccc3n2)cc1	-6	-5	1	3	-2
34	O=C1CC(NCCc2ccccc2)C(=O)N1CCc1ccccc1 (configuration not stated)	-2	-7	-3	5	1
35	CS(=O)(=O)c1[nH]nc(-c2cccc(Cl)c2)c1C#N	-1	-1	-1	-30	-7
36	CCOP(=O)(CC(C(C)=O)C(O)c1ccccc1)OCC (configuration not stated)	0	7	-2	-19	-1
37	CSc1cccc(CNC(=O)C2CCC(=O)N(CCc3ccccn3)C2)c1 (configuration not stated)	-1	-1	-5	5	-1
38	CCOc1ccc(CNCc2ccc(C(=O)O)cc2)cc1OC	-2	-3	-1	-12	0
39	CCOc1ccccc1NC(=O)CN(c1ccc(OC)cc1OC)S(=O)(=O)c1ccccc1[N+](=O)[O-]	-4	15	2	1	5
40	COc1cc(OC)c(-n2c(C)cc(C=O)c2C)cc1Cl	-2	-1	-3	-7	-1

item	PP5 primary	PREPL inh	Efflux pump inh	LYPLA2 inh
31	1.6	-17	-0.1	2
32	3.0	-5	0.0	-4
33	0.7	15	-0.1	-27
34	0.4	12	-0.1	1
35	-1.6	2	0.0	6
36	0.1	0	nt	-4
37	3.9	2	0.3	-6
38	0.6	14	-0.1	5
39	2.3	0	0.0	1
40	1.8	1	0.0	4

item	compound	TPT1 inhibitor	core dimer inh	PP1 counter	JMJD2C inh	Fh CTSL1 inh
41	CCC(=O)N1CCc2cc(S(=O)(=O)CCC(=O)N3CCN(c4ccc(C(C)=O)cc4)CC3)ccc21	-5	5	-3	-1	-3
42	CC(C)C(C)(C#N)NC(=O)CSc1nc2scc(-c3ccccc3)c2c(=O)[nH]1 (configuration not stated)	0	13	0	1	-1
43	COc1cc2c(cc1OC)C(C)N(S(=O)(=O)c1cn(C)cn1)CC2 (configuration not stated)	-1	-2	-5	2	-2
44	C1CC2CN(c3nc4nonc4nc3N3CCSCC3)CCN2C1 (configuration not stated)	-10	0	-2	0	2
45	O=C(CN1C(=O)C(=O)N(C2CCCC2)C1=O)Nc1ccc(N2CCOCC2)cc1	5	1	-8	-17	-7
46	CCOc1ccc(S(=O)(=O)Nc2cc(F)ccc2F)c2cccnc12	-1	7	6	1	-2
47	CN1Cc2cc(C(=O)c3ccccc3O)cnc2NC1=O	-2	11	-2	-7	3
48	COc1ccccc1-n1c(SCC(N)=O)nnc1-c1ccc(S(=O)(=O)N2CCCCC2)cc1	-3	5	0	-8&4	1
49	O=C(Cc1ccc(Cl)cc1)NC1CCCCCC1	-1	-3	-1	1	-1
50	CC1CCC(C(C)C)C(OC(=O)Cn2c(-c3ccc(F)cc3)[n+](C)c3ccccc32)C1 (configuration not stated)	-2	-9	7	nt	-10

item	PP5 primary	PREPL inh	Efflux pump inh	LYPLA2 inh
41	1.1	-3	0.0	9
42	1.8	2	0.0	-1
43	-1.6	0	-0.1	-4
44	1.0	15	0.1	1
45	-1.7	11	0.3	-3
46	-0.4	-3	0.1	-5
47	-1.9	-7	-0.2	2
48	2.7	15	-0.1	-2
49	1.7	-11	0.0	7
50	2.6	37	0.8	0

item	compound	TPT1 inhibitor	core dimer inh	PP1 counter	JMJD2C inh	Fh CTSL1 inh
51	COc1ccc(/C=N/NC(=O)c2ccc(CN3C(=O)c4cccc5cccc3c45)cc2)cc1O	-2	15	1	-10	2
52	CC1CCCC(C)N1C(=O)Cn1nnc(-c2ccc([N+](=O)[O-])cc2)n1 (configuration not stated)	-5	-1	1	14	4
53	COc1cc(CCN2C(=O)c3cccc4cccc(c34)C2=O)c(S(=O)(=O)NCCCO)cc1OC	-1	9	3	-3	2
54	Cc1cc(-c2c(C)[nH]n(-c3ccc(Cl)cc3)c2=O)n(-c2ccccc2)n1	-1	-5	0	3	0
55	COc1ccccc1NC(=O)c1cc(S(=O)(=O)N2CCCCCC2)ccc1F	-2	4	4	5	4
56	CCN(CC)c1ccc(C=C(c2nnnn2-c2ccccc2)c2nnnn2-c2ccccc2)cc1	69*	14	7	0	1
57	Cc1ccccc1SCC(=O)NNC(=O)c1ccccc1O	2	3	0	-28	-2
58	Cc1ccc(S(=O)(=O)N2CCN(C(=O)CC3CCCC3)CC2)cc1	-4	-1	-1	2	2
59	COc1ccc(NC(=O)Cn2c(=O)oc3cc(S(=O)(=O)N4CCCC4)ccc32)cc1	-2	-4	-3	-13	0
60	COc1ccc(OC)c(NC(=O)C2CCCN2C(=O)C2CCC(C)CC2)c1 (configuration not stated)	-4	-1	-1	19	-4

item	PP5 primary	PREPL inh	Efflux pump inh	LYPLA2 inh
51	3.0	21	0.3	-3
52	-0.7	11	-0.2	-1
53	0.5	-13	0.1	-12
54	0.1	-1	-0.3	7
55	0.3	8	0.0	1
56	3.1	11	0.0	-2
57	-0.4	6	0.0	0
58	2.2	6	0.1	-2
59	0.8	12	-0.1	-5
60	2.1	24	0.2	7

Molecules shown so far that contain a furan ring, fused or not:
item	compound	TPT1 inhibitor	core dimer inh	PP1 counter	JMJD2C inh	Fh CTSL1 inh
14	O=Cc1cccn1-c1nccc(-c2ccco2)n1	0	4	-2	4	3
18	NS(=O)(=O)c1ccc(CNC(=O)c2ccc(S(=O)(=O)NCc3ccco3)cc2)cc1	nt	nt	-2	5	nt

item	PP5 primary	PREPL inh	Efflux pump inh	LYPLA2 inh
14	3.7	-11	0.0	7
18	0.0	0	-0.1	2

Source: PubChem BioAssay (several laboratories)
